# APEX1 inh = blocks human APE1 abasic DNA cleavage. Potency, µM (doses to about 65.8 µM), inactives show at the highest dose activity change, negative = inhibition, usual class: inhibitors. hit rate 0.35% among 350,000. recombinant APE1, TAMRA/BHQ-2 abasic DNA cleavage fluorescence. P27695;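 also: plate controls were vehicle for no effect and reference inhibitor for full effect; nearly all actives have a fitted effect of over 55% in size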
# Target sequence (P27695 whole entry, looked up): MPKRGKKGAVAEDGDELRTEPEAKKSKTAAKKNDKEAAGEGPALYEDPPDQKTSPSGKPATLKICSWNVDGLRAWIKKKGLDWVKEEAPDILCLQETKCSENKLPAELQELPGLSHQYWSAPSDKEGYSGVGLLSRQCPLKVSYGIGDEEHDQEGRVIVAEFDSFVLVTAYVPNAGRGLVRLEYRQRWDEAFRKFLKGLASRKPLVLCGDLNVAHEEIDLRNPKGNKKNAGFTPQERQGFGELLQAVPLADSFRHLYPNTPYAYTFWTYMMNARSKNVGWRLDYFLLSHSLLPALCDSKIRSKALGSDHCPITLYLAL
#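 Readout is kinetic fluorescence (ex 525, em 598 nm) from cleavage of 50 nM TAMRA/BHQ-2 THF abasic duplex by 0.75 nM APE1, compound added 15 min beforehand at RT.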
# Pol kappa inh = blocks human DNA polymerase kappa activity | Q9UBT6 | purified Pol kappa, fluorescent DNA synthesis assay, 10 min | Potency, µM (top dose mostly 107 µM), for inactives: at the highest dose activity, negative = inhibition, most hits filed as inhibitors | hit rate 0.53% among 400,000; also: % is scaled to controls: 0 for no effect and ±100 for the full control effect
#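 Kinetic fluorescence readout at 0 and 10 min followed reaction start with substrate at 50 nM final. Beforehand, enzyme (10 nM Pol kappa) stood 15 min with compound at room temperature; buffer-only wells were negative controls.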
# Pol eta inh = DNA polymerase eta (human) inhibition; Q9Y253; recombinant Pol eta, fluorescent DNA replication assay; Potency, µM (top dose mostly 114 µM), inactives show top-dose activity change, negative = inhibition, usual class: inhibitors; hit rate 1.2% among 390,000; also: % is scaled to controls: 0 for no effect and ±100 for the full control effect
#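 Fluorescent replication assay: 50 nM final substrate added after a 15 min room-temperature compound preincubation with 10 nM enzyme. Signal taken at 0 min and again at 10 min.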
# G9a block = inhibitors of human histone lysine methyltransferase G9a; Q96KQ7; G9a H3K9 monomethylation, AlphaScreen, 2 h; Potency, µM (top dose mostly 102 µM), for inactives: top-dose activity, negative = inhibition, actives largely listed as inhibitors; hit rate 8.8% among 350,000; also: % is scaled to controls: 0 for no effect and ±100 for the full control effect; nearly all actives have a fitted effect of over 75% in size
# Target sequence (Q96KQ7 913-1193 limits assumed): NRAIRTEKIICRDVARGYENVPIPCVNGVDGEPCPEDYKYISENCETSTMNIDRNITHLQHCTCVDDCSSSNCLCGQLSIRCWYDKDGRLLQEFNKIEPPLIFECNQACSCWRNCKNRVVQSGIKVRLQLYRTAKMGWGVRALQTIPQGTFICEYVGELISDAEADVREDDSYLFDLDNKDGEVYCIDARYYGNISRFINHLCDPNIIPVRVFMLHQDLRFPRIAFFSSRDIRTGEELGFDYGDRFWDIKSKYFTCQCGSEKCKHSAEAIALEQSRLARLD
#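 Methyltransferase reactions run at room temperature for 2 h (20 nM enzyme, 500 nM biotin-H3K9 peptide, 20 uM SAM) after a 15 min compound preincubation; product detected by AlphaScreen beads and anti-H3K9me1 antibody.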
# POLB inh = blocks human DNA polymerase beta activity | P06746 | Pol beta primer extension/strand displacement, fluorescence kinetic | Potency, µM (series often up to 114 µM), for the others: at the highest dose activity change, negative = inhibition, most hits filed as inhibitors | hit rate 1.3% among 340,000 | AID 485314; also: % is scaled to controls: 0 for no effect and ±100 for the full control effect
#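 Pol beta (10 nM) was preincubated with compound for 15 min at room temperature. The reaction was then started with 50 nM substrate and read immediately and after a further 10 min at room temperature.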
# Pol iota inh = inhibitors of human DNA polymerase iota; hit rate 1% among 390,000; Potency, µM (doses to about 115 µM), without a hit: top-dose activity, negative = inhibition, hits mostly inhibitors; Pol iota fluorescent replication assay, 10 min
#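 Fluorescent replication assay read twice, at 0 min and 10 min after adding 50 nM (final) substrate. Enzyme (10 nM) and compounds were first incubated 15 min at room temperature; enzyme-free buffer wells were negative controls.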
# JMJD2A Tudor = blocks the human JMJD2A Tudor domain; O75164; AlphaScreen JMJD2A-Tudor / H3K4me3 peptide binding; Potency, µM (top dose mostly 114 µM), for the others: at the highest dose activity change, negative = inhibition, hits mostly inhibitors; hit rate 4.4% among 390,000; also: % is scaled to controls: 0 for no effect and ±100 for the full control effect; nearly all actives have a fitted effect of over 50% in size
# BLM inh = inhibitors of human Bloom syndrome helicase BLM | P54132 | recombinant BLM DNA unwinding, fluorescence dequenching | Potency, µM (top dose mostly 56.1 µM), without a hit: at the highest dose activity change, negative = inhibition, usual class: inhibitors | hit rate 0.2% among 350,000;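 also: plate controls were vehicle for no effect and no enzyme for full effect; nearly all actives have a fitted effect of over 35% in size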
# BAZ2B inh = BAZ2B (human) inhibition; Q9UIF8; AlphaScreen BAZ2B-H3K14Ac peptide displacement; Potency, µM (top dose mostly 114 µM), for inactives: top-dose activity change, negative = inhibition, most hits filed as inhibitors; hit rate 4.4% among 360,000; AID 504333; also: % is scaled to controls: 0 for no effect and ±100 for the full control effect; nearly all actives have a fitted effect of over 60% in size
#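 In this displacement format the biotinylated H3(5-23) peptide acetylated at Lys14 serves as ligand at 50 nM, with BAZ2B at 50 nM in PBS pH 7.4 containing 0.01% Tween-20. Donor and acceptor beads are 10 ug/mL final.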
# Active calls of the source: *; ? = inconclusive; · = no result given; [ ] = remark or other dose. Calls follow the shape of the dose curve; as a rule, active = well fitted curve in the direction sought with a large enough effect; inconclusive = small, poorly fitted or top-dose-only effect, or another doubt; inactive = no such curve, though single readings can be large; an effect the other way counts as inactive or inconclusive. Potency is read from the fitted curve at half-maximal effect. The list is partial (hit frequency here may not be typical).
SMILES,APEX1 inh,Pol kappa inh,Pol eta inh,G9a block,POLB inh,Pol iota inh,JMJD2A Tudor,BLM inh,BAZ2B inh
COC(=O)c1ccc(S(=O)(=O)NCCSc2nnc3c4ccccc4n(C)c3n2)cc1,0%,-8%,-4%,-39%[59 µM],-1%,-1%,-19%,1%,-1%
COc1ccc(OS(=O)(=O)c2c(C)noc2C)cc1,?,-6%,-8%,43%,17%,4%,19%,-3%,7%
COc1ccc(/C=N/N2C(=O)c3ccccc3C2=O)cc1,?,2%,-11%,1%[59 µM],14%,-4%,0%,3%,10%
c1ccc(C(Cc2nc(-c3ccccn3)no2)c2ccccc2)cc1,0%,-7%,-3%,33%[12.7 µM],-6%,3%,-15%,-16%,-7%
COc1cccc(OCc2nnc(SCC(=O)OC3CCCCC3)n2C)c1,-10%,-7%,-12%,-6%[59 µM],14%,-2%,-4%,1%,-8%
COc1ccc(CNC(=O)CC23CC4CC(CC(C4)C2)C3)cc1,2%,-6%,-24%,-2%,38%,23%,1%,-3%,8%
Cc1ccccc1NC(=O)CSc1nnnn1C,-1%,2%,-16%,16%,12%,3%,3%,2%,3%
Cn1c(SCc2cccc(F)c2)nnc1-c1cnccn1,6%,-1%,-13%,-7%,19%,93%[activator],-16%,1%,0%
CS(=O)(=O)c1ccc2nnn(OCC(=O)Nc3cccc(C#N)c3)c2c1,0%,10%,-11%,?,10%,0%,4%,2%,0%
Cc1ccc(Nc2nnc(SCC(=O)NC(Cc3c[nH]c4ccccc34)C(=O)O)s2)cc1 (stereo not given),-4%,-7%,5%,13µM*,10%,7%,-23%,-2%,50µM*
CCN1CCN(C(=O)c2c(-c3ccccc3)noc2C)CC1,34%,-17%,-3%,19%,27%,31%[activator],-6%,1%,-1%
Cc1cc(NC(=O)COC(=O)c2cc(S(=O)(=O)N(C)C)ccc2Cl)no1,-20%,-8%,-5%,50%[activator][12.7 µM],·,-3%,-18%,·,6%
O=S(=O)(CC12C3C4C5C1C2C(Br)(C43)C51OCCO1)c1ccccc1 (stereo not given),1%,-5%,-15%,0%[59 µM],0%,4%,-6%,0%,0%
CCc1ccccc1N(C)C(=O)Cc1c(C(=O)O)c(C)cn1C,·,-3%[60.1 µM],-6%,-5%[59 µM],-1%,2%,-8%,1%,-5%
Cn1c(SCC(N)=O)nnc1-c1ccccc1,0%,-3%,-4%,6%[12.7 µM],20%,12%,10%,0%,6%
Cc1ccc(S(=O)(=O)Nc2cccc(Oc3cnccn3)c2)cc1,-1%,0%,-20%,45%[12.7 µM],-13%,63%[activator],?,-11%,-24%
O=C(CCN1CCCCC1)N1CCc2c([nH]c3ccccc23)C1c1cccnc1 (stereo not given),·,1%,-8%,·,·,24%,-22%,·,·
Cc1ccc(C)c(S(=O)(=O)Nc2ccccc2C(=O)Nc2cc(C)on2)c1,-8%,-42%,-13%,-2%[59 µM],0%,-20%,-19%,-6%,-4%
O=[N+]([O-])c1ccccc1/C=N/NC1=NCCCCC1,10%,-3%,-4%,3%[59 µM],-16%,1%,-8%,3%,-27%
COCCCNC(=O)C[C@H]1C[C@H](C(=O)N2CCOCC2)[C@@]2(CCC3CCCC3)c3[nH]c4cc(-c5ccco5)ccc4c3CCN2C1=O,-12%,-15%,?,·,·,20%,79µM*,·,·
COc1ccccc1C(=O)NC(CCSC)C(=O)NNC(=O)C(C)Oc1ccccc1F (stereo not given),-7%,-6%,-18%,21%[12.7 µM],·,37%[activator],-10%,·,0%
O=C(NCC(c1cccs1)N1CCOCC1)c1ccccc1NS(=O)(=O)c1ccc(Cl)c([N+](=O)[O-])c1 (stereo not given),-6%,7%,-11%,45µM*,12%[57.1 µM],-15%,-32%,1%,-32%
CCCOc1ccc(CNC(=O)c2ccc3c(c2)N(Cc2ccccc2)CCS3)cc1,·,-3%,·,-1%[59 µM],-2%,-29%,-4%,-7%,-14%
Cn1c(C(=O)N2CCN(c3ccc(F)cc3)CC2)cc2ccccc21,3%,-3%,-14%,·,21%,-2%,-30%,-5%,?
O=C(/C=C/c1ccccc1)OCC(=O)N1CCCC1,5%,-23%,-13%,4%[12.7 µM],·,-11%,14%,·,7%
O=C(O)c1ccc(Cl)c2c1C1C=CCC1C(c1ccccn1)N2 (stereo not given),25µM*,·,·,2µM*,8.9µM*,·,·,2%,25µM*
C=C1CC(C(=O)N/N=C/c2ccc(O)cc2)C1,5%,-26%,-3%,-6%,11%,-12%,-3%,5%,2%
COc1cccc(-n2cc(C(=O)Oc3ccc(F)cc3)c3ccccc3c2=O)c1,·,-11%[60.1 µM],-13%,9%[59 µM],2%,-1%,-10%,-12%,3%
Cc1ccc(Nc2ccc(C(N)=O)cc2[N+](=O)[O-])cc1C,3%,6%,-15%,?,20%,-5%,?,-5%,-7%
C=CCC1(CC=C)CCCN1C(=O)CC1C(=O)NCCN1Cc1cccc(OC)c1OC (stereo not given),-5%,-20%,-17%,-26%,16%,?,-12%,-4%,-17%
O=c1nc2sc3ccccc3n2c(=O)n1-c1ccc(Cl)c(Cl)c1,·,2%,-8%,-28%[59 µM],-5%,-11%,-5%,-7%,3%
COC(=O)CC1C(=O)NCCN1C(=O)CSc1nnnn1-c1ccc(OC)cc1 (stereo not given),-6%,15%,-3%,16%[59 µM],1%,-8%,-7%,-2%,-19%
O=C(Nc1ccc(OC(F)F)c(Cl)c1)C(c1ccccc1)c1ccccc1,-2%,-16%,-3%,73%[activator][59 µM],-2%,9%,14%,-12%,6%
Cc1ccc(C2=NN(CC(=O)NCCN(C)C)C(=O)CC2)cc1,42%,-9%,-20%,9%,30%,136%[activator],4%,-1%,5%
NS(=O)(=O)c1ccc(S(=O)(=O)c2ccccc2)nc1,·,0%,-18%,·,·,4%[58.9 µM],5%,·,·
NS(=O)(=O)c1ccc(N/N=C/c2ccc(C(=O)O)cc2)c([N+](=O)[O-])c1,9%,-14%,-19%,·,20%,-7%,-15%,-3%,?
O=C(NCc1ccncc1)c1cccc(F)c1,1%,0%,-2%,3%,-27%,40%[activator],-6%,2%,1%
CCCOc1ccc(CC(CC(=O)O)(C(=O)O)C(=O)O)cc1,1%,7%,-9%,-49%[59 µM],-3%,-5%,?,0%,-36%
COC(=O)C1=NNC2(c3ccc(C)cc3)C(=O)N(c3ccc(C)cc3)C(=O)C12 (stereo not given),4%,4%,-8%,0%,-1%,173%[activator],-28%,-9%,-18%
CCOC(=O)N1CCC2(CC1)OC(=O)C(C)=C2C(=O)NCc1ccccc1OC,·,-7%,-12%,11%[59 µM],0%,0%,10%,0%,-1%
CCOc1cc(N2CCOCC2)c(OCC)cc1NC(=O)CN1C(=O)NC2(CCCCCCC2)C1=O,-11%,5%,-27%,-37%,23%,-5%,-30%,0%,-23%
CCOc1cccc(OCCOc2ccc(C(=O)c3ccccc3)cc2)c1,?,-7%,-21%,55%[activator][59 µM],-20%,31%[activator],89%[activator],-7%,52%[activator]
Cc1cc(C)c2cc(C#N)c(SCC(=O)Nc3ccc4c(c3)OCO4)nc2c1,-2%,?,14%,13%[12.7 µM],-5%,67%[activator],-6%[11.4 µM],-6%,-15%
CC(OC(=O)c1cc(=O)[nH]c2ccccc12)C(=O)NC1CCCCC1C (stereo not given),-3%,-7%,-12%,-33%,·,1%,-10%,·,10%
Cc1ccc(-c2nc(CSCC(=O)N3CCN(C(=O)c4ccco4)CC3)c(C)o2)cc1,-6%,-25%,-3%,?,22%,-2%,-16%,4%,-4%
Cc1ccc(NC(=O)Cn2cccc2)c(C)c1,2%,-1%,8%,-16%[59 µM],9%,9%,-20%,-7%,?
COc1cccc(-n2c(=O)c3sc4ccccc4c3n(Cc3c(F)cccc3Cl)c2=O)c1,·,2%,0%,-4%[59 µM],33%,-5%,-13%,-3%,-8%
O=C(NCc1cccnc1)C(=O)Nc1nc(-c2ccccc2)cs1,20%,-4%,-10%,-7%[59 µM],0%,47%[activator],-5%,0%,-7%
